# Compound activity from PubChem.
# G9a inh: qHTS Assay for Inhibitors of Histone Lysine Methyltransferase G9a | Histone-lysine N-methyltransferase EHMT2 (Homo sapiens), Q96KQ7 | G9a H3K9 monomethylation, AlphaScreen, 2 h | Potency, µM (highest dose often 102 µM), inactives show top-dose activity, negative = inhibition, actives largely listed as inhibitors | 350,000 tested, 8.8% active; further: potency means the concentration at half of the fitted maximal effect; on the % scale 0 is the no-effect control and ±100 the full control effect; nearly all actives have a fitted effect of over 75% in size
#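 Enzyme 20 nM + cpd, 15 min RT; add b-H3K9 pep 500 nM / SAM 20 uM; 2 h RT; anti-H3K9me1 Ab 0.5 ug/mL + SA donor / anti-rabbit acceptor beads 20 ug/mL each, 10 min; AlphaScreen read.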
# HP1b binding inh: HTS for Inhibitors of HP1-beta Chromodomain Interactions with Methylated Histone Tails. Chromobox protein homolog 1 (Homo sapiens), P83916. 390,000 tested, 0.56% active. AlphaScreen HP1-beta / biotin-H3K9me3 peptide binding. Potency, µM (titrated, usually from 114 µM), inactives show at the top dose activity change, negative = inhibition, usual class: inhibitors; further: potency means the concentration at half of the fitted maximal effect; nearly all actives have a fitted effect of over 70% in size; inactives centre near 23
# Target sequence (P83916 whole entry, looked up): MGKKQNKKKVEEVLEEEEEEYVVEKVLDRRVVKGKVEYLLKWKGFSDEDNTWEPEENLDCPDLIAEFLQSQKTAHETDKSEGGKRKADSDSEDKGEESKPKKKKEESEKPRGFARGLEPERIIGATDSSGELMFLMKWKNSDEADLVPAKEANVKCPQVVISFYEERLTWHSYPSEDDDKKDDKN
#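 AlphaScreen: HP1-beta (50 nM) preformed 30 min with biotin-H3(1-18)K9me3 peptide (50 nM) in PBS pH 7.4, 0.01% Tween-20. Compound added for 30 min at RT, then streptavidin donor/nickel chelate acceptor beads (10 ug/mL) for 30 min.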
# PGK inhibitor: qHTS Assay to Find Inhibitors of Phosphoglycerate Kinase; Potency, µM (series often up to 57.5 µM), for the others: top-dose activity change, negative = inhibition, hits mostly inhibitors; PGK/GAPDH coupled, Kinase-Glo luminescence, 60 min; 380,000 tested, 0.043% active; further: potency means the concentration at half of the fitted maximal effect; on the % scale 0 is the no-effect control and ±100 the full control effect; nearly all actives have a fitted effect of over 60% in size
#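 Recombinant glycosomal PGK reaction used 1,3-bisphosphoglycerate generated in-well by GAPDH (100nM final) in 100mM TEA pH 7.6, 5mM MgCl2, 0.01% Tween-20. After 60 minutes at room temperature, ATP was read by Kinase-Glo Plus luminescence end-point.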
# POLH inh: qHTS for Inhibitors of Polymerase Eta. recombinant Pol eta, fluorescent DNA replication assay. Potency, µM (doses to about 114 µM), inactives show at the top dose activity change, negative = inhibition, most hits filed as inhibitors. 390,000 tested, 1.2% active. AID 588591, 2011; further: potency means the concentration at half of the fitted maximal effect; on the % scale 0 is the no-effect control and ±100 the full control effect
# Target sequence (Q9Y253 whole entry, looked up): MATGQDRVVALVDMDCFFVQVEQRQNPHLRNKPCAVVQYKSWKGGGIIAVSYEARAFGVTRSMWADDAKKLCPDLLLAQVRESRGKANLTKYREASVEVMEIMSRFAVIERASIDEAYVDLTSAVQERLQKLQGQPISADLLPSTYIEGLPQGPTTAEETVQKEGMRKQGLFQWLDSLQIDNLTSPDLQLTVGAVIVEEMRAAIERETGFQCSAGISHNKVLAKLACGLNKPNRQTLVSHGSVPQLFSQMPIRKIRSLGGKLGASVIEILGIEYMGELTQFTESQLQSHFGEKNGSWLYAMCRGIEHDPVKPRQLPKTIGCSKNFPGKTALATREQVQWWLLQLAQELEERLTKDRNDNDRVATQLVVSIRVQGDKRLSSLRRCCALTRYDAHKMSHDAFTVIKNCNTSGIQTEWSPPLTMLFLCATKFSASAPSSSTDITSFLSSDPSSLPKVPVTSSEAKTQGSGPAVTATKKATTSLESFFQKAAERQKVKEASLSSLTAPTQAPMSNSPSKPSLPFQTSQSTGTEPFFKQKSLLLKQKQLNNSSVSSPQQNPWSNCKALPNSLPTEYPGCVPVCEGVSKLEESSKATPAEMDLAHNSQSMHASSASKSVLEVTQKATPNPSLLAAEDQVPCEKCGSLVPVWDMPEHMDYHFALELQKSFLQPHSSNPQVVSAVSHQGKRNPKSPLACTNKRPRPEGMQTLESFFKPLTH
#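 Pol eta (10 nM) was preincubated with compounds for 15 min at room temperature, after which fluorescent replication substrate (50 nM final) was added to start the reaction. Fluorescence was read kinetically at 0 and 10 min.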
# GLS inhibitor: qHTS for Inhibitors of Glutaminase (GLS) | 410,000 tested, 0.21% active | GLS enzymatic activity, qHTS titration | Potency, µM (top dose mostly 45.5 µM), for the others: at the top dose activity change, negative = inhibition, most hits filed as inhibitors | Glutaminase kidney isoform, mitochondrial (Homo sapiens), O94925; further: potency means the concentration at half of the fitted maximal effect; on the % scale 0 is the no-effect control and ±100 the full control effect
#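 Compounds were pin-transferred onto hKGA, after which L-glutamine (1 mM solution) and a detection mix of glutamate oxidase, HRP and Amplex Red were added. Initial and 30 min RT fluorescence reads were collected.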
# JMJD2A Tudor: qHTS Assay for Inhibitors of JMJD2A-Tudor Domain; Potency, µM (doses to about 114 µM), for inactives: top-dose activity change, negative = inhibition, usual class: inhibitors; AID 504339, 2011; Lysine-specific demethylase 4A (Homo sapiens), O75164; AlphaScreen JMJD2A-Tudor / H3K4me3 peptide binding; 390,000 tested, 4.4% active; further: potency means the concentration at half of the fitted maximal effect; on the % scale 0 is the no-effect control and ±100 the full control effect; nearly all actives have a fitted effect of over 50% in size
# PI4K2A inh: qHTS for small molecular inhibitors of PI4K2A; Phosphatidylinositol 4-kinase type 2-alpha (Homo sapiens), Q9BTU6; purified PI4K2A, ADP-Glo luminescence, 1 h; stronger effect = lower value; activity change, negative = inhibition, % at 76.9 µM; 420,000 tested, 0.13% active; AID 1346378, 2018; in the data active means activity change below about -50%; inconclusive means mostly about -30% to -49%;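 further: -100% = wells without enzyme as full effect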
#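 In this quantitative HTS, ADP production by PI4K2A was quantified luminescently after 1 h at ambient temperature; 100 microM adenosine served as plate-quality control.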
# BAZ2B block: qHTS Assay for Inhibitors of BAZ2B | 360,000 tested, 4.4% active | Bromodomain adjacent to zinc finger domain protein 2B (Homo sapiens), Q9UIF8 | Potency, µM (highest dose often 114 µM), without a hit: at the top dose activity change, negative = inhibition, most hits filed as inhibitors | AlphaScreen BAZ2B-H3K14Ac peptide displacement | AID 504333, 2011; further: potency means the concentration at half of the fitted maximal effect; on the % scale 0 is the no-effect control and ±100 the full control effect; nearly all actives have a fitted effect of over 60% in size
#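 AlphaScreen displacement of biotin-H3(5-23)K14Ac peptide (50 nM final) from BAZ2B (50 nM final) in PBS pH 7.4, 0.01% Tween-20; complex preformed 30 min RT, then compounds (top 110 uM) 30 min RT, beads 20 min dark.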
# Pin1 inh: qHTS Assay to Find Inhibitors of Pin1 | AID 504891, 2011 | 390,000 tested, 0.009% active | Peptidyl-prolyl cis-trans isomerase NIMA-interacting 1 (Homo sapiens), Q13526 | Pin1 FP peptide displacement, HiFluor488, 10 min | Potency, µM (titrated, usually from 115 µM), inactives show at the highest dose activity, negative = inhibition, hits mostly inhibitors; active means well fitted inhibition curve with a large enough effect in the polarisation, with a control signal flat, not every such curve was filed as active; inconclusive means small, poorly fitted or top-dose-only effect, or effect the other way, or a change in a side signal; inactive means no such curve, though single readings can be large or run the other way; the % refers to the polarisation; further: potency means the concentration at half of the fitted maximal effect; on the % scale 0 is the no-effect control and ±100 the full control effect
# Target sequence (Q13526 whole entry, looked up): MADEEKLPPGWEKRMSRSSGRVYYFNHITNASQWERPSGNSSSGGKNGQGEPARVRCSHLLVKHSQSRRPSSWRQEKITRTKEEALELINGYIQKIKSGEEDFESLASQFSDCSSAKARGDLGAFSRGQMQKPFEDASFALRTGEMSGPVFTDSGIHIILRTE
# Starred values were filed as active, the others as inactive; i = inactive; ? = inconclusive; nt = no result given; [ ] = dose if it differs, or a comment. Unless noted, the call rests on the fitted dose curve; in most records, active means well fitted curve in the direction sought with a large enough effect; inconclusive means small, poorly fitted or top-dose-only effect, or another doubt; inactive means no such curve, though single readings can be large; an effect the other way counts as inactive or inconclusive. Only part of the results is shown; count on the stated rates, not on these rows.
G9a inh,HP1b binding inh,PGK inhibitor,POLH inh,GLS inhibitor,JMJD2A Tudor,PI4K2A inh,BAZ2B block,Pin1 inh,compound
3.0%[59 µM],9.7%,-5.6%,-4.6%,6.7%,-2.4%,-5.2,10.2%,1.8%,Cc1ccc(/C=C/C(=O)O)cc1S(=O)(=O)NCCO
18.5%,20.9%,-10.8%,?,24.3%,-18.3%,-4.8,-4.2%,-10.0%,O=C(CCC(=O)N/N=C/c1c[nH]c2ccccc12)NCc1ccccc1
57.8%[activator][12.7 µM],23.3%,-4.4%,11.7%,11.7%,-7.9%,-9.2,3.1%,-3.6%,Cc1cccc(Sc2c([N+](=O)[O-])ncn2C)n1
7.0%[59 µM],53.2%[activator],-7.6%,6.5%,-14.2%,-13.6%,3.0,-24.4%,-2.0%,CCC(C)n1nccc1NC(=O)C(C)OC(=O)c1cc2ccccc2[nH]1 (centres undefined)
357.6%[activator],219.4%[activator],0.8%,-27.3%,?,125.2%[activator],2.1,127.7%[activator],0.7%,CCOC(=O)c1ccc(COc2ccc(C(C)C)cc2)o1
-10.3%,26.6%,3.8%,-13.3%,6.0%,-23.4%,-6.0,-20.9%,3.4%,Cc1cccc(CN2CCC(C(=O)Nc3cccc(-c4cccc(F)c4)c3)CC2)n1
5.01µM*,-31.0%,6.3%,-7.5%,?,-32.0%,-1.4,-22.9%,1.5%,c1ccc(Cc2nn3c(C4COc5ccccc5O4)nnc3s2)cc1 (centres undefined)
nt,nt,-0.6%,-15.9%,-5.5%,nt,0.7,nt,nt,CCOC(=O)[C@@H](NC(=O)CC[C@H]1O[C@@H](n2cc(C)c(=O)[nH]c2=O)C[C@@H]1O)C(C)C
-12.0%,-32.4%,1.4%,-15.0%,11.7%,56.2µM*,0.1,-10.2%,5.2%,O=C(c1ccc(Cl)c(S(=O)(=O)NCc2ccco2)c1)N1CCN(c2ccccc2F)CC1
23.5%,48.9%[activator],-0.9%,-14.8%,-7.9%,9.4%[57.1 µM],4.4,9.7%,-0.4%,CCOC(=O)CSc1nc2ccc(NC(C)=O)cc2s1
4.4%[12.7 µM],6.0%,i,-1.4%,7.3%,-9.0%,-3.6,-24.6%,0.7%,O=c1c2sc3nc(N4CCOCC4)c4c(c3c2ncn1CCc1ccccc1)CCCC4
nt,nt,-9.6%,-7.5%,-5.5%,nt,6.2,nt,nt,NC(=S)c1csc(CCNC(=O)c2ccccc2)n1
10.9%,1.4%,0.9%,-15.9%,-12.7%,-21.2%,1.6,2.4%,-0.9%,O=C(CNC(=O)C1CCCCC1)NCc1ccco1
1.7%,15.0%,-2.4%,3.6%,2.8%,-9.5%,0.1,-14.8%,5.3%,Cc1ncc(CN2CCC(C(=O)Nc3ccc(Oc4cccnc4)cc3)CC2)cn1
-3.5%[59 µM],33.7%,-4.8%,-0.9%,8.3%,-21.1%,-4.1,3.3%,-3.7%,Cc1ccc(C2CC(c3ccccc3C)n3nc(N)nc3N2)cc1 (centres undefined)
14.1%[59 µM],18.3%,-0.9%[11.5 µM],2.8%,2.2%,-21.4%,4.7,0.0%,6.6%,Cc1cc(C)nc(SC(C)C(=O)N/N=C/c2cccs2)n1 (centres undefined)

# Just G9a inh and PI4K2A inh, for some of the entries so far:
smiles	G9a inh	PI4K2A inh
O=C(CNC(=O)C1CCCCC1)NCc1ccco1	10.9%	1.6
Cc1cc(C)nc(SC(C)C(=O)N/N=C/c2cccs2)n1 (centres undefined)	14.1%[59 µM]	4.7

# Carrying on.
G9a inh,HP1b binding inh,PGK inhibitor,POLH inh,GLS inhibitor,JMJD2A Tudor,PI4K2A inh,BAZ2B block,Pin1 inh,compound
12.6%,36.7%,i,6.0%,4.1%,-11.4%,2.9,1.1%,1.0%,CCN(CCn1cccn1)C(=O)CCc1nnc(Cc2c[nH]c3ccccc23)o1
nt,nt,-10.1%,-2.9%,-2.4%,nt,-7.6,nt,nt,Cc1ccc(Cc2c(-c3ccccc3)nc3ccc(Br)cn23)cc1
-3.4%[59 µM],38.8%,3.0%,1.0%,2.6%,2.0%,-3.2,-9.3%,13.4%,CC(=O)Nc1cccc(NC(=O)Cc2csc(COc3cccc(C)c3)n2)c1
-4.6%[12.7 µM],31.9%,0.4%,-18.7%,0.6%,4.7%,14.1,10.2%,-7.7%,CC(=O)NCCOc1nc(N(C)C)nc(N2CCOCC2)n1
121.1%[activator],66.6%[activator],0.5%,-10.7%,0.7%,26.8%,1.9,64.8%[activator],?,O=C(COC(=O)CCC1CCCC1)Nc1ccccc1OC(F)F
6.31µM*,29.0%,-4.4%,5.4%,-2.1%,?,-0.3,-4.0%,3.7%,CC(=O)/C(=N\Nc1ccc(Cl)cc1)Sc1nnc(-c2ccccc2)n1-c1ccccc1
15.3%[2.33 µM],?,-8.5%,?,16.7%,1.41µM*,-11.3,20µM*,0.0%,CCOc1cc(N2CCOCC2)c(OCC)cc1NC(=O)CN1CCc2ccccc2C1
3.6%[59 µM],18.1%,-7.9%,-6.1%,5.1%,0.7%,3.7,13.8%,2.2%,CCc1ccc2[nH]cc(C(=O)OCCOC)c(=O)c2c1
18.1%,23.4%,i,-15.3%,4.9%,-9.4%,-1.3,0.4%,?,CC(C)(C)NC(=O)CC1C(=O)NCCN1Cc1c(F)cccc1Cl (centres undefined)
79.4µM*,19.7%,-7.6%,2.1%,9.7%,-29.7%,2.3,-32.5%,-0.4%,CCCc1c(O)nc(SCCN(CC)CC)n(C(=O)c2ccccc2)c1=O
1.9%[59 µM],41.8%,2.9%,-5.6%,3.6%,0.0%,-0.3,2.5%,-5.5%,Cc1ccc(CNC(=O)c2cc3c(s2)-c2ccc(Cl)cc2SC3)cc1
0.1%,15.5%,-6.6%,4.1%,-3.0%,-7.0%,6.1,-0.2%,2.0%,CCOc1ccc(NS(=O)(=O)c2csc(C(N)=O)c2)cc1
8.5%[0.501 µM],41.6%[activator],-1.5%,-8.1%,-1.6%,-9.0%,1.6,5.8%,2.5%,CCN=C1S/C(=C\c2cn(CC(=O)NCCOC)c3ccccc23)C(=O)N1CC
?,29.1%,6.0%,10.9%,0.0%,-17.2%,-7.7,0.7%,-3.7%,COc1ccccc1/C=N/NC(=O)COCC(=O)N/N=C/c1ccccc1OC
?,18.9%,-5.2%,1.1%,4.9%,-16.8%,-5.6,-1.7%,-9.3%,CCOP(=O)(OCC)C(NC(=O)NS(=O)(=O)c1ccc(C)cc1)c1ccccc1 (centres undefined)
6.9%,30.0%,-4.2%,14.5%,11.4%,-11.4%,7.0,-11.7%,-0.5%,CCc1nc(N2CCN(C(C)=O)CC2)c(C#N)c2c1COC(C)(C)C2

# In the list so far, these contain a furan ring, fused or not:
G9a inh,HP1b binding inh,PGK inhibitor,POLH inh,GLS inhibitor,JMJD2A Tudor,PI4K2A inh,BAZ2B block,Pin1 inh,compound
357.6%[activator],219.4%[activator],0.8%,-27.3%,?,125.2%[activator],2.1,127.7%[activator],0.7%,CCOC(=O)c1ccc(COc2ccc(C(C)C)cc2)o1
-12.0%,-32.4%,1.4%,-15.0%,11.7%,56.2µM*,0.1,-10.2%,5.2%,O=C(c1ccc(Cl)c(S(=O)(=O)NCc2ccco2)c1)N1CCN(c2ccccc2F)CC1
10.9%,1.4%,0.9%,-15.9%,-12.7%,-21.2%,1.6,2.4%,-0.9%,O=C(CNC(=O)C1CCCCC1)NCc1ccco1

# New compounds follow:
G9a inh,HP1b binding inh,PGK inhibitor,POLH inh,GLS inhibitor,JMJD2A Tudor,PI4K2A inh,BAZ2B block,Pin1 inh,compound
33.6%,35.8%,-3.5%,-15.8%,-0.6%,-4.3%,-0.3,4.8%,-8.3%,CCOC(=O)N1CCN(C(=O)C2CCN(c3nnc(-n4cccc4)s3)CC2)CC1
-0.2%[59 µM],28.2%,-9.5%,-7.0%,1.2%,0.0%,0.2,-3.6%,-10.0%,COC(=O)c1sccc1NC(=O)c1cc(OC)c(OC)c(OC)c1
4.4%[59 µM],-11.3%,nt,nt,-4.5%,-27.5%,1.4,-1.5%,-0.2%,CCOc1ccc(-c2cc3c(=O)n(CC(=O)NCc4ccc(C)cc4)ccn3n2)cc1
-2.8%[12.7 µM],27.5%,-2.5%,-9.9%,1.8%,-19.0%,-4.2,1.5%,0.1%,Cc1cc(=O)oc2cc(OCC(=O)N3CC(=O)Nc4ccccc43)c(Cl)cc12
35.5%[0.501 µM],17.1%,-6.3%,2.1%,0.0%,-20.1%,-11.9,-35.9%,1.5%,O=C(COC(=O)C1(c2ccc(Cl)cc2)CCCC1)NC1CCS(=O)(=O)C1 (centres undefined)
nt,23.0%,-2.9%,-12.8%,15.7%,-10.1%,-5.5,nt,-2.7%,O=C(Nc1cccc(C(=O)N2CCOCC2)c1)C1CC1
-27.0%,30.7%[activator],18.8%,-16.3%,-1.7%,9.0%,-1.9,7.8%,-2.8%,Cn1c(-c2ccccc2)cccc1=O
-37.2%,30.1%,-20.6%,19.1%,-13.8%,-6.4%,-5.1,-2.6%,1.2%,NC(=O)C1CCN(C(=O)Nc2csc3ccccc23)CC1
